SF1 activator – activators of human nuclear receptor SF-1; CHO-K1 Gal4-SF-1 LBD luciferase reporter; % increase over DMSO SF-1-specific signal; activation, % at 10 µM; AID 522; actives 1.9% (n = 65,000);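 active = activation above the mean activation of all tested compounds plus 3 SD, cut at about 50% in these data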
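Compound – one dose, 10 µM compound, 1% DMSO · Test system – transient Gal4-SF-1 LBD reporter, CHO-K1 · Input – 4,000 cells in each well · Read-out basis – percent activation relative to DMSO median and mock-transfected background · Replicates – single measurement per compound · Technique – steady-glow luciferase luminescence, read after 15 min reagent incubation · Timing – 20 h compound treatment, 37 °C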
Hsp90 block – displaces geldanamycin probe from tumor Hsp90; P07900; NCI-N417 lysate Hsp90, Cy3B-geldanamycin FP displacement; inhibition, % at 30 µM; actives 0.35% (n = 64,000); AID 429;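 active = inhibition above 50%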;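 also: 0% = tracer plus lysate wells and 100% = tracer alone without lysate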
FXIIa inh mix – blocks human factor XIIa in pooled compound mixtures; purified FXIIa, fluorogenic substrate; P00748; AID 684; inhibition, % at 5 µM; actives 0.2% (n = 62,000); in the data active = inhibition above about 20%, passing the limit was not always enough;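 also: 0% = enzyme without compound and 100% = no enzyme blank; some results filed as inactive read as strong as hits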
RORA act – RORA (human) activation; CHO-K1 Gal4-RORA LBD luciferase reporter, luminescence; percent increase over mock-subtracted basal signal; activation, % at 10 µM; actives 1.5% (n = 65,000); AID 560;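 active = activation above the mean of all tested compounds plus 3 SD, cut at about 49% in these data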;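 also: 0% = DMSO-treated RORA cells and 100% = added signal equal to DMSO minus mock-transfected cells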
Target sequence (P35398 whole entry, looked up, the tested form may be a part): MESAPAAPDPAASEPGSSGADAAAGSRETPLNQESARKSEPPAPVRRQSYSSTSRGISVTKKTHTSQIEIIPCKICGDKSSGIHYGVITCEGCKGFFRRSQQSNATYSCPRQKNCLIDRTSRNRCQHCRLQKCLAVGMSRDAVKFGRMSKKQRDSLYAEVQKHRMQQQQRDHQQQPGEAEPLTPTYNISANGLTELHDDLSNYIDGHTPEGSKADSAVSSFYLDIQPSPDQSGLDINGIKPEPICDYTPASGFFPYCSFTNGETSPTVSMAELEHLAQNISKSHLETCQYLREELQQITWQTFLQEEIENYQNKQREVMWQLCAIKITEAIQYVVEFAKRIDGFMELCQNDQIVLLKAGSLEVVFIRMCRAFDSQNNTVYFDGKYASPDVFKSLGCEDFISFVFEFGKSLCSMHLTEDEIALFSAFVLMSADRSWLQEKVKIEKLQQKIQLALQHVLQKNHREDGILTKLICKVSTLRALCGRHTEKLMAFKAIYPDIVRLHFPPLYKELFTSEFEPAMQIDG
DUSP1 inh – human dual specificity phosphatase 1 inhibition; recombinant MKP-1, OMFP hydrolysis fluorescence; inhibition, %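 (compounds tested at a single concentration somewhere between 10 and 100 µM)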; AID 374; actives 0.15% (n = 65,000);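 active = inhibition above about 50%, limit read from the data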;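 also: 0% = DMSO max control wells and 100% = wells with enzyme stopped by NaOH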
Target sequence (P28562 whole entry, looked up): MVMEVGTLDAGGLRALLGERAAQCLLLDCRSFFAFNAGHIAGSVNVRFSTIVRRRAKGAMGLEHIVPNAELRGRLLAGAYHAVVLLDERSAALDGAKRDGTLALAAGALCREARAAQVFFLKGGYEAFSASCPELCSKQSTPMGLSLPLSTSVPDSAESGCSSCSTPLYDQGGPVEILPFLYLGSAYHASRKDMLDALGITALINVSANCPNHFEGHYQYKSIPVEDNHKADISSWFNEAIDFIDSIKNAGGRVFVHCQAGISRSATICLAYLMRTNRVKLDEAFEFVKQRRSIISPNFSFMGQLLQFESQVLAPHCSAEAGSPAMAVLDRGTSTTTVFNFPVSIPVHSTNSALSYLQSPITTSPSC
D1 allo mod – allosterically modulates the human D1 dopamine receptor. HEK293 D1, CRE-luciferase, dopamine EC30 potentiation; actives deviate in either direction. actives 5.9% (n = 58,000). P21728. B-score at 10 µM. AID 641;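 active = luminescence count or its row- and column-corrected plate score outside the 99.7% band of the plate's sample wells, on either side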
HER2 expr 66K – Her2 kinase expression inhibition | HER2 level % of control, % at 10 µM | actives 0.69% (n = 65,000) | P04626 | SKBR-3 HER2 protein level, AlphaScreen, 18-24 h; hits give low values | AID 645;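 active = HER2 level under 5% of the carrier-only control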;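 also: 100% = DMSO carrier and 0% = 500 nM PU-H71 HSP90 inhibitor; lower value means stronger loss of Her2 protein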
Cdc25B inh – inhibitors of human Cdc25B phosphatase; recombinant Cdc25B, OMFP fluorescence Ex485/Em525; inhibition, %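 (compounds tested at 10 µM final in the well)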; actives 0.1% (n = 65,000); AID 368; in the data active = inhibition above about 50%
TNAP act mid DEA – human TNAP activation, intermediate phosphate acceptor; activation factor at 20 µM; P05186; 64,000 tested, under 10 active; purified TNAP, CDP-star luminescence, 100 mM DEA, 30 min; hits give high values; scale: 0 levamisole-inhibited, 1 vehicle-only enzyme;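 active = activation factor of at least 2 at 20 µM, relative to controls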
* marks the source's active call; other numbers are inactive results; nt = no result given.

Start of the data: the first six entries (preview)
1: CCCc1nc2sc3ccccc3c(=O)c2c(=O)n1Cc1ccco1
2: COc1ccccc1N1CCN(CC(O)COc2c(OC)cccc2OC)CC1 (configuration not stated)
3: CC(C)Cn1c(CCC(=O)O)ccc1-c1cccs1
4: CC(=O)c1ccc(S(=O)(=O)NCCCC(=O)NCCc2ccccn2)cc1
5: CCCCCCOc1cccc(N)c1
6: CCOc1ccccc1N1CCN(Cc2cccc(OC)c2OC)CC1

compound no.,1,2,3,4,5,6
SF1 activator,4,-27,2,2,-7,-8
Hsp90 block,-7,-2,-3,-4,-1,-2
FXIIa inh mix,1,3,nt,13,-2,6
RORA act,-2,-15,-9,16,4,-5
DUSP1 inh,-6,-7,-4,6,-35,8
D1 allo mod,4.6*,-4.6*,0.25,-0.15,0.11,-0.89
HER2 expr 66K,93,117,101,85,70,115
Cdc25B inh,-7,-12,1,-5,5,-27
TNAP act mid DEA,0.8,0.9,nt,0.9,0.9,1

This part in full, repeating the preview:
1: CCCc1nc2sc3ccccc3c(=O)c2c(=O)n1Cc1ccco1
2: COc1ccccc1N1CCN(CC(O)COc2c(OC)cccc2OC)CC1 (configuration not stated)
3: CC(C)Cn1c(CCC(=O)O)ccc1-c1cccs1
4: CC(=O)c1ccc(S(=O)(=O)NCCCC(=O)NCCc2ccccn2)cc1
5: CCCCCCOc1cccc(N)c1
6: CCOc1ccccc1N1CCN(Cc2cccc(OC)c2OC)CC1
7: CCCN(CCC)c1ncnc2nc[nH]c12
8: CCOC(=O)Cc1nn(CCc2ccccn2)c(=O)c2ccccc12
9: COc1cc(-c2cc(C(=O)N3CCN(c4ccccn4)CC3)c3ccccc3n2)cc(OC)c1OC
10: C1CNCCNCCNCCN1

compound no.,1,2,3,4,5,6,7,8,9,10
SF1 activator,4,-27,2,2,-7,-8,-6,-15,19,10
Hsp90 block,-7,-2,-3,-4,-1,-2,12,-2,-2,3
FXIIa inh mix,1,3,nt,13,-2,6,-6,-13,0,2
RORA act,-2,-15,-9,16,4,-5,-24,-7,-8,-26
DUSP1 inh,-6,-7,-4,6,-35,8,-1,-22,36,-13
D1 allo mod,4.6*,-4.6*,0.25,-0.15,0.11,-0.89,-0.87,-0.042,-4*,0.0059
HER2 expr 66K,93,117,101,85,70,115,95,119,56,127
Cdc25B inh,-7,-12,1,-5,5,-27,-9,-13,-22,-9
TNAP act mid DEA,0.8,0.9,nt,0.9,0.9,1,1.1,0.9,0.9,1

11: CCOC(=O)c1cc2sccc2n1CC(=O)N1CCCC1
12: N#Cc1nc(COc2ccc(F)cc2)oc1NCCCn1ccnc1
13: Cc1ccc(N2CCN(C(=O)c3ccccc3Br)CC2)c(C)c1
14: CCOc1ccccc1C(=O)Nc1nnc(CC)s1
15: O=C(CN1CCOCC1)Nc1ccc(S(=O)(=O)NC2CCCCC2)cc1
16: Cn1c(=O)c2c(nc(NCc3ccco3)n2Cc2ccc(Cl)cc2Cl)n(C)c1=O
17: CS(=O)(=O)Nc1cccc(C(=O)CC2(O)C(=O)Nc3ccc(Br)cc32)c1 (configuration not stated)
18: Nc1cc(N)c(OCC(F)(F)F)cc1OCC(F)(F)F
19: CC(=O)OCC(=O)[C@@]1(O)CC[C@H]2[C@@H]3CCC4=CC(=O)C=C[C@]4(C)[C@@]3(Cl)[C@@H](Cl)C[C@@]21C
20: O=C(NCCCN1CCOCC1)c1ccc(CS(=O)(=O)c2cccc(C(F)(F)F)c2)o1

compound no.,11,12,13,14,15,16,17,18,19,20
SF1 activator,1,-7,-8,0,2,-20,3,-33,-22,2
Hsp90 block,4,-2,-8,-2,2,-2,-4,89*,-5,-1
FXIIa inh mix,1,5,-17,11,4,0,-25,-20,-1,0
RORA act,9,11,-9,8,19,-14,-25,-18,-13,-12
DUSP1 inh,-7,-1,15,-4,-15,-15,10,-6,-4,19
D1 allo mod,0.063,-0.11,0.88,3.3,2.3,1.6,-0.86,-0.02,-0.58,0.085
HER2 expr 66K,105,104,97,68,127,189,79,56,119,119
Cdc25B inh,3,-6,0,-4,-5,13,1,11,-3,-5
TNAP act mid DEA,0.9,1,0.9,0.8,0.9,0.9,1,0.9,0.9,0.9

Compound profiles, from the list above.
Results for Cc1ccc(N2CCN(C(=O)c3ccccc3Br)CC2)c(C)c1 = SF1 activator = -8; Hsp90 block = -8; FXIIa inh mix = -17; RORA act = -9; DUSP1 inh = 15; D1 allo mod = 0.88; HER2 expr 66K = 97; Cdc25B inh = 0; TNAP act mid DEA = 0.9
Results for CCOC(=O)c1cc2sccc2n1CC(=O)N1CCCC1 = SF1 activator = 1; Hsp90 block = 4; FXIIa inh mix = 1; RORA act = 9; DUSP1 inh = -7; D1 allo mod = 0.063; HER2 expr 66K = 105; Cdc25B inh = 3; TNAP act mid DEA = 0.9

Later entries:
21: Cc1nn(Cc2ccccc2)c(C)c1C(=O)OCC(=O)c1cc(C)n(C2CC2)c1C
22: Cc1c(C(=O)NCc2ccccc2Cl)oc2c1C(=O)CCC2
23: O=C(CSc1ccc2nnc(-c3ccc(Cl)cc3)n2n1)N1CCCC1
24: O=S1(=O)C=C(N2CCCCC2)c2ccccc21
25: Cc1ccc(C)c2[nH]c(=O)c(CCNC(=O)C(C)(C)C)cc12
26: COc1ccc2[nH]c(=O)c(CN(Cc3cccs3)S(=O)(=O)c3cccc4nsnc34)cc2c1
27: CCn1c(SCC(=O)NCc2cccs2)nnc1-c1ccncc1
28: Cc1ccc(NC(=O)CSc2nnc(Cn3cnc4ccccc43)o2)cc1
29: COc1ccc(Cl)cc1NC(=O)c1ccoc1C
30: CCOC(=O)CSc1nc(N2CCOCC2)c2c(c1C#N)CC(C)(C)N(C)C2

compound no.,21,22,23,24,25,26,27,28,29,30
SF1 activator,-16,8,-30,-17,-5,18,-12,-10,4,-3
Hsp90 block,-3,-3,-1,-1,-3,-4,-3,0,-3,-5
FXIIa inh mix,3,4,-16,9,-16,7,-20,-1,0,nt
RORA act,5,-5,-15,-22,6,-2,11,-5,-33,-3
DUSP1 inh,-8,-13,-5,-28,0,22,-8,1,4,-8
D1 allo mod,-0.37,1.3,5.6*,0.38,0.0086,-0.18,0.52,nt,nt,nt
HER2 expr 66K,81,91,101,98,nt,74,111,130,63,87
Cdc25B inh,-14,-1,-11,5,3,-8,3,-9,1,-32
TNAP act mid DEA,0.9,1,1,0.9,1,0.9,0.9,1,0.9,1

31: Cc1ccc(-c2nnn(CC(=O)N(CC3CCCO3)C(C(=O)NC(C)(C)C)c3ccc(F)cc3)n2)o1 (configuration not stated)
32: c1ccc(-c2nc(-c3ccncc3)no2)cc1
33: O=C(O)CCC(=O)CCC(=O)c1ccccc1
34: CCN1C=CC(=C2C(=O)c3ccccc3C2=O)C=C1
35: O=C(NCc1ccco1)C1CC(=O)N(CCc2ccccc2)C1 (configuration not stated)
36: CSc1ccc(C(C(C(=O)c2cccs2)N2CCOCC2)N2CCOCC2)cc1 (configuration not stated)
37: O=C(Cn1nc(-c2ccc(Cl)cc2)ccc1=O)NCCN1CCOCC1
38: CN(C)/C=C1/Nc2ccccc2C1=O
39: C=C(C)COc1ccc(-c2nc(N)nc(C)c2Oc2ccccc2OC)c(O)c1
40: O=C(NC1CCCc2ccccc21)C1CCCN(S(=O)(=O)c2cnc[nH]2)C1 (configuration not stated)

compound no.,31,32,33,34,35,36,37,38,39,40
SF1 activator,-14,21,-9,-80,-2,10,-3,-8,-17,3
Hsp90 block,-6,-2,-1,-1,-7,-4,-2,-6,-1,-1
FXIIa inh mix,1,15,-4,4,4,10,1,4,8,-2
RORA act,-8,32,11,-67,12,5,9,-19,-7,-9
DUSP1 inh,15,-2,-3,4,10,10,5,8,2,-12
D1 allo mod,-1.5,-0.9,0.71,-8.8*,-0.13,nt,nt,0.75,-0.0098,-0.039
HER2 expr 66K,100,73,74,91,80,88,91,83,82,107
Cdc25B inh,2,-9,-5,-4,26,2,6,-1,0,-3
TNAP act mid DEA,1.1,0.9,0.9,1,1,0.8,0.9,0.8,0.9,0.9

41: CCC(=O)Nc1cc(=O)[nH]c2ncnn12
42: N#Cc1nc(COc2ccc(Cl)cc2Cl)oc1N1CCN(c2ccccc2)CC1
43: Cc1cc(C)c2c(CC(=O)O)coc2c1
44: CCOC(=O)c1cc2c3ccccc3n(CC)c2nc1N
45: CCOc1ccc2nc(NS(=O)(=O)c3ccc4c(c3)n(C)c(=O)n4C)sc2c1
46: Cc1nc2cc3nc(C)sc3cc2s1
47: Cc1ccc2nc3c(cc(C(=O)NCC4CCCO4)n3C)c(=O)n2c1 (configuration not stated)
48: O=C(Nc1nnc(/N=C/c2ccco2)s1)c1ccc(F)cc1
49: Cc1occc1-c1nnc(SCC(=O)Nc2ccccc2N2CCCCC2)n1C
50: Cc1cc2ccccc2c(=O)n1CC(=O)NCC1COc2ccccc2O1 (configuration not stated)

compound no.,41,42,43,44,45,46,47,48,49,50
SF1 activator,-14,23,4,10,4,34,-21,15,-19,-19
Hsp90 block,-1,-1,-3,nt,3,-5,-3,-4,-2,-3
FXIIa inh mix,15,5,0,-3,-18,0,6,-8,-2,9
RORA act,21,-1,-4,12,5,26,3,11,-2,0
DUSP1 inh,-28,-11,8,nt,19,7,7,5,0,-29
D1 allo mod,0.28,-1.5,-0.85,0.31,1.4,-0.1,0.0062,-0.69,-0.065,-0.2
HER2 expr 66K,84,94,47,nt,78,63,93,66,73,91
Cdc25B inh,-13,-8,-8,nt,3,7,10,0,-10,7
TNAP act mid DEA,0.9,0.9,0.8,1,0.8,0.9,0.9,1,1,0.9

51: COc1ccc(NC(=O)Nc2ncn(Cc3cccc(C(F)(F)F)c3)n2)cc1OC
52: CCOC(=O)c1[nH]c2ccc(OC)cc2c1NC(=O)c1nonc1C
53: Cc1ccc(O)c(-c2cc(C(=O)Nc3ccc(S(=O)(=O)N4CC(C)OC(C)C4)cc3)[nH]n2)c1 (configuration not stated)
54: CCOc1ccc(N2CC(C(=O)NCc3ccc(F)cc3)CC2=O)cc1 (configuration not stated)
55: CC(NC(=O)C1CCC1)c1ccc2c(c1)OCO2 (configuration not stated)
56: COc1cc(Sc2ccc(C)cc2)c(OC)cc1N
57: C=CCSC1=N/C(=C\c2ccc(C)o2)C(=O)S1
58: Cc1cc(C)c(NC(=O)CS(=O)CC(=O)NCC2CCCO2)c(C)c1 (configuration not stated)
59: N#CC1=C(N)NC(SCc2ccccc2)=C(C#N)C12CCCCC2
60: CCNc1nc(NCC)nc(Nn2cnnc2)n1

compound no.,51,52,53,54,55,56,57,58,59,60
SF1 activator,-6,3,-9,-5,4,-20,nt,-8,-2,13
Hsp90 block,-2,-3,2,-4,nt,24,nt,-7,-7,-2
FXIIa inh mix,2,-1,9,1,7,3,-34,8,-12,17
RORA act,1,3,0,-18,-5,2,nt,2,-1,3
DUSP1 inh,-3,-20,-2,24,-1,1,-2,-5,7,16
D1 allo mod,2.8,8.7*,-0.066,0.93,1.1,0.98,-0.38,1.6,-0.76,1.4
HER2 expr 66K,95,109,31,240,121,81,nt,96,102,103
Cdc25B inh,-10,-17,2,-12,-6,1,-1,8,-11,1
TNAP act mid DEA,1,0.8,1,0.9,1.1,0.8,0.8,1,0.9,1

61: Cc1ccc(N2C(=O)c3ccccc3C2Nc2cccnc2)nc1 (configuration not stated)
62: FC(F)(F)c1ccccc1Nc1nccs1
63: CCC(C)NC(=O)c1cnn2c1NC(c1ccc3c(c1)OCO3)CC2C(F)(F)F (configuration not stated)
64: Cc1ccc2[nH]c(=O)c(CN(CC3CCCO3)C(=O)c3ccncc3)cc2c1 (configuration not stated)

compound no.,61,62,63,64
SF1 activator,12,-4,1,-17
Hsp90 block,-6,0,1,-1
FXIIa inh mix,-14,-3,-1,7
RORA act,-3,-8,0,-6
DUSP1 inh,-5,2,10,-12
D1 allo mod,0.19,0.25,0.82,0.57
HER2 expr 66K,91,108,-29*,54
Cdc25B inh,-4,-9,10,2
TNAP act mid DEA,0.9,1,0.9,1

Screening results from PubChem.
